Gli-Sufu antag: Gli-Sufu pathway antagonism; Sufu-KO-LIGHT fibroblasts, Gli luciferase reporter luminescence; inhibition, % at 5 µM; 340,000 tested, 0.74% active; AID 588413;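 active = inhibition above about 55%, limit read from the data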;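 note: 0% = DMSO-treated cells and 100% = wells with medium but no cells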
Jurkat NFkB inh: inhibitors of the PMA/ionomycin-induced NF-kB reporter in Jurkat cells; inhibition, % at 4 µM; 330,000 tested, 0.53% active; PMA/ionomycin-induced NF-kB luciferase reporter, luminescence; AID 435003
EBI2 antag: EBI2 (human) antagonism; EBI2 beta-arrestin recruitment, luminescence, 7a,25-OHC stimulated; inhibition, % at 5 µM; 360,000 tested, 0.81% active; P32249; in the data active = inhibition above about 38%;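 note: enzyme fragment complementation signal reports receptor beta-arrestin coupling in cells; 0% = agonist plus DMSO wells and 100% = wells without agonist; some results beyond the cut were filed as inactive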
Target sequence (P32249 whole entry, looked up, the tested form may be a part): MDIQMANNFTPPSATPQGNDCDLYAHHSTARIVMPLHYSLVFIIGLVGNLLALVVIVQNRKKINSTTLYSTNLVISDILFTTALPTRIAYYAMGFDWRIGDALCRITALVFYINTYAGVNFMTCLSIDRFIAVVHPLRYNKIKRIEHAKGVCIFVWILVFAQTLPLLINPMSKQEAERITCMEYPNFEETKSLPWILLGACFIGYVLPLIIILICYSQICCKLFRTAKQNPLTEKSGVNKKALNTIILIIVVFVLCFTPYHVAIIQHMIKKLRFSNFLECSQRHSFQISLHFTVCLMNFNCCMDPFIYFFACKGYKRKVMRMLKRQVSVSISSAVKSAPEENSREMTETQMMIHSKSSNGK
697 NFkB inh: inhibitors of the PMA/ionomycin-induced NF-kB reporter in 697 B cells; 697 B-cell NF-kB luciferase reporter, 16 h; inhibition, % at 4 µM; 330,000 tested, 0.33% active; AID 435022; in the data active = inhibition above about 35%
CCR6 antag: CCR6 (human) receptor antagonism | CHO-K1 CCR6 PathHunter beta-arrestin, luminescence, CCL20-stimulated | P51684 | AID 493098 | 340,000 tested, 0.49% active | inhibition, % at 20 µM;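 active = compounds whose inhibition of the agonist-driven luminescence signal at 20 µM reaches about 50%, limit read from the data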;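 note: cells stimulated with CCL20 at 14 nM final; plate controls were DMSO with CCL20 for no effect and DMSO without agonist for full effect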
Target sequence (P51684 whole entry, looked up): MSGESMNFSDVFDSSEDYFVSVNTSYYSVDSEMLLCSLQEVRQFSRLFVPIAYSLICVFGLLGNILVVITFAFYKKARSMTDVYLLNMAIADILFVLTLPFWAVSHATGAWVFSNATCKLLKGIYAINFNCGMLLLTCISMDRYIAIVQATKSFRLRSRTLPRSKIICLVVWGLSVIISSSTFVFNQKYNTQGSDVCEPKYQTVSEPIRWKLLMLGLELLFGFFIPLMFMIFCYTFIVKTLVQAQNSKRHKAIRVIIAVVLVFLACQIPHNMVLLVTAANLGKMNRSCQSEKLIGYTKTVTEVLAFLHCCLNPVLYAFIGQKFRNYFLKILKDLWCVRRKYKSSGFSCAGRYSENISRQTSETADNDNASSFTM
UBC13 polyUb: inhibitors of human UBC13 polyubiquitin chain formation. TR-FRET. 330,000 tested, 0.47% active. inhibition, % at 20 µM. AID 485273. P61088; in the data active = inhibition above about 45%, passing the limit was not always enough
Apaf1 inhib: human Apaf-1 inhibition | reconstituted apoptosome caspase-3 activity, DEVD-Rh110 fluorescence | AID 489030 | 330,000 tested, 0.71% active | inhibition, % at 20 µM; active = inhibition of at least 40% at 20 µM;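 note: plate controls were DMSO wells for no effect and DEVD-CHO caspase inhibitor wells for full effect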
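System: Apoptosome proteins | Medium: Hepes pH 7.5 with detergent and BSA | Also added: Cytochrome c trigger plus (Z-DEVD)2-Rh110 caspase-3 substrate | Incubation: 30 min compound preincubation, 50 min activation, room temperature | Detection: Rhodamine 110 fluorescence at Ex 480/Em 540 nm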
SENP8 inh: blocks the human protease SENP8; Q96LD8; purified SENP8, Z-RLRGG-aminoluciferin cleavage, luminescence; inhibition, % at 10 µM; 330,000 tested, 1.2% active; AID 2540
Target sequence (Q96LD8 whole entry, looked up): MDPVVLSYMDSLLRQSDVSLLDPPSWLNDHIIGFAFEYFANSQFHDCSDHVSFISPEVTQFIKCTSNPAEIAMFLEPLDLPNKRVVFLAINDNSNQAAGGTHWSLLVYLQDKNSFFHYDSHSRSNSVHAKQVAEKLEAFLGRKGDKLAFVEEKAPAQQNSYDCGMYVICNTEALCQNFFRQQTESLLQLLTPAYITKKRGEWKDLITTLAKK
* marks the source's active call; other numbers are inactive results; x = not tested or not shown. Cut-off read from the data, not from the text of the source, unless noted: active = inhibition above about 50%; inactive = the rest. Only part of the results is shown; rates above refer to the full screens.

molecule | Gli-Sufu antag | Jurkat NFkB inh | EBI2 antag | 697 NFkB inh | CCR6 antag | UBC13 polyUb | Apaf1 inhib | SENP8 inh
Cc1ccc(C(=O)N2CCN(C(=O)CN3CCCC3)C2)cc1 | -1.6 | -6.9 | -1.4 | -5.3 | -3.5 | -5.4 | 4.7 | -13.9
CCOC(=O)c1sc(N)c(C(=O)Nc2ccccc2OC)c1C | 0.0 | 71.0* | 10.8 | -29.3 | 11.9 | 6.1 | 2.4 | 1.7
CSCC[C@H](NC(=O)COc1ccc(Cl)cc1)c1nc2ccccc2[nH]1 | -4.8 | -5.9 | 4.0 | -2.8 | 12.7 | 3.6 | -13.5 | -7.8
N#CC1=C(N)Oc2cc(O)c(Cl)cc2C1c1ccccc1F (stereo unspecified) | 7.6 | -3.4 | -8.2 | 15.2 | -28.2 | -6.0 | 3.6 | 2.3
COCC(=O)N1CCC(Oc2cccc(C(=O)NCc3ccccn3)c2)CC1 | -5.6 | 1.0 | -5.7 | 7.8 | -0.1 | -1.3 | -2.2 | -7.3
COc1ccc(OC)c(S(=O)(=O)N2CCC(C(=O)NCc3ccc4c(c3)OCO4)CC2)c1 | -2.3 | 11.0 | 17.7 | 14.7 | 6.4 | 1.0 | -6.7 | 0.8
O=C(Nc1cccc(O)c1)c1cc2nc(-c3ccccc3)cc(-c3ccccc3)n2n1 | 4.6 | 11.0 | -0.6 | 7.5 | -9.5 | -2.8 | 8.9 | -9.8
CCN(CC(=O)Nc1ccc(OC)cc1)C(=O)c1ccc([N+](=O)[O-])cc1 | -7.0 | 16.0 | 3.2 | 2.8 | 9.0 | -5.1 | 2.0 | -6.9
CCCCCOC(=O)C1=C(C)NC(=O)NC1c1ccccc1 (stereo unspecified) | 15.5 | 7.8 | 1.4 | -13.8 | 12.3 | 5.8 | 8.7 | 3.1
COc1ccc(/C(N)=N/OC(=O)CSc2ccc(C)cc2)cc1 | -4.7 | 5.0 | 0.1 | 23.7 | -10.7 | 7.9 | -6.0 | 2.3
Cc1ccc(N(CC(=O)NCc2ccc(Cl)cc2)S(C)(=O)=O)cc1 | 29.1 | 0.4 | 10.0 | 17.7 | 6.7 | 1.4 | -2.0 | -1.0
CNC(=S)N1N=C(c2ccc(OC)cc2)CC1c1ccccc1Cl (stereo unspecified) | 4.4 | -0.9 | 27.4 | 0.0 | 15.5 | 0.2 | -4.1 | 2.6
CCOC(=O)C(=O)c1c(-c2ccc(C)cc2)nc2ccccn12 | -3.1 | 8.1 | 6.4 | 8.2 | 10.9 | -5.2 | -14.0 | 4.4
CC(=O)Nc1ccc(S(=O)(=O)N2CCCN(c3nc(C)cc(C)c3C#N)CC2)cc1 | 7.2 | 13.4 | -9.1 | -5.0 | 2.5 | 16.5 | -1.4 | -1.2
O=C(O)CCN1C(=O)c2ccccc2Sc2ncccc21 | 4.4 | 8.7 | -13.4 | 6.4 | 6.2 | -0.7 | -5.6 | -3.8
Cc1nnc(SCC(=O)NC2CCCC(C)C2C)n1N (stereo unspecified) | 11.8 | 1.9 | 7.3 | -6.3 | -7.0 | -0.5 | 9.9 | -13.4
O=C(COC(=O)Cc1ccc(Cl)cc1)Nc1cc(S(=O)(=O)N2CCOCC2)ccc1N1CCCC1 | -10.2 | -1.9 | -1.5 | -13.8 | -7.6 | 0.6 | 27.1 | -5.7
O=C(COc1ccccc1[N+](=O)[O-])NCCCN1CCCC1=O | 8.5 | -5.4 | -13.0 | -1.0 | 5.8 | -14.4 | 2.4 | -15.1
CCN(CC(=O)Nc1ccc(NC(C)=O)cc1)C(=O)c1ccccc1SCc1c(C)noc1C | -4.3 | 9.4 | -6.7 | 9.0 | 0.1 | -11.1 | 24.0 | -4.4
CC[C@@]12C(=O)N(c3cccc(Cl)c3)C(=O)N1[C@H](c1ccc(Br)cc1)[C@@H]1C(=O)N(C(C)(C)C)C(=O)[C@@H]12 | 0.8 | 6.6 | 6.7 | 10.9 | -18.0 | 8.6 | 23.0 | 2.8
CCCCNC(=O)c1ccc2c(=O)n(CCCOCC)c(=S)[nH]c2c1 | 17.6 | 6.3 | 3.2 | 7.8 | 6.3 | 9.9 | -1.3 | 1.3
Cc1c(Cl)cnc(NC(=O)COC(=O)c2cc3c(s2)CCC(C)C3)c1Cl (stereo unspecified) | -8.6 | -7.7 | -1.2 | -0.7 | 16.1 | -5.5 | -5.2 | -8.2
O=C(CSc1ccc(Cl)cc1)N1CCN(c2c(Cl)cccc2[N+](=O)[O-])CC1 | -4.5 | 9.6 | 94.0* | 16.9 | -5.1 | -4.9 | 23.1 | -3.4
NS(=O)(=O)c1ccc(CCNC(=O)Cc2ccc(Cl)cc2)cc1 | -8.7 | -5.6 | -2.2 | -15.6 | -4.5 | -4.6 | -0.7 | -7.0
Cc1ccc(C(=O)Nc2cc(Cl)ccc2N2CCCCC2)s1 | -12.3 | 1.4 | -18.3 | 18.4 | 19.1 | 3.7 | -2.5 | 5.0

molecule | Gli-Sufu antag | Jurkat NFkB inh | EBI2 antag | 697 NFkB inh | CCR6 antag | UBC13 polyUb | Apaf1 inhib | SENP8 inh
Cc1ccc(Cn2c(-c3nonc3N)nc3ccccc32)cc1 | 6.4 | 33.2 | -2.9 | 3.7 | -4.8 | 1.8 | 1.4 | -6.4
COc1ccc(-c2nc(CS(=O)CC(=O)NCc3ccc4c(c3)OCO4)c(C)o2)cc1OC (stereo unspecified) | -8.6 | -5.0 | 3.2 | -21.3 | 4.1 | -5.9 | 15.1 | -4.8
CCCn1c(SCC(=O)NCc2ccccc2)n[nH]c1=O | -1.3 | -1.2 | 0.8 | 2.6 | 5.1 | -12.1 | -12.7 | 0.5
CCn1cc(C(=O)NCCCN2CCN(C)CC2)c(=O)c2cc(S(=O)(=O)N3CCc4ccccc4C3)ccc21 | 0.5 | -2.7 | -8.2 | 8.7 | -12.4 | 1.7 | 9.2 | -4.1
Cc1cc(N2CCCN(C)CC2)nc2cc(Cl)ccc12 | 2.3 | -4.2 | -16.6 | 9.6 | 20.5 | 6.2 | 8.0 | -12.4
O=C(NCCC1=CCCCC1)c1cc(COc2ccc(F)cc2Cl)on1 | -17.4 | 1.1 | 6.6 | 14.8 | 18.9 | -3.7 | 23.7 | -11.3
NC(=O)NC(=O)CSc1nc2sc(-c3ccccc3)cc2c(=O)n1-c1ccccc1 | 18.1 | -24.6 | 27.9 | -3.3 | 16.6 | 3.9 | 9.1 | -0.8
Cc1ccc(NC(=O)c2ccc(S(=O)(=O)NCC3CCCO3)cc2)cc1C (stereo unspecified) | x | -0.5 | 16.1 | 9.3 | 5.3 | 3.7 | -1.1 | 9.1
Cc1nc(C)n(C(C)CNS(=O)(=O)c2ccc(C)c(C)c2)n1 (stereo unspecified) | 15.1 | -10.0 | -4.0 | 12.0 | -12.3 | 1.9 | 0.0 | 1.0
CC1CCCCN1C(=O)c1ccc(C(=O)N2CCCCC2C)cc1 (stereo unspecified) | -0.2 | -21.8 | -1.0 | -11.1 | -3.0 | -0.8 | 5.6 | 0.3
O=C(N/C(=C/c1cccc([N+](=O)[O-])c1)C(=O)N1CCCC1)c1ccccc1 | -3.7 | -13.3 | -7.7 | 12.7 | -0.6 | -4.1 | 7.7 | -4.5
N#CCC(=O)N/N=C/c1cn(Cc2ccc3ccccc3c2)c2ccccc12 | -6.5 | 14.9 | -4.8 | 12.1 | -1.0 | -13.2 | -13.5 | 1.4
CCN(CC(=O)N1CCc2ccccc2C1)S(=O)(=O)c1ccc2ccccc2c1 | -0.5 | -10.6 | -10.5 | 6.2 | 28.1 | -7.7 | -15.0 | -17.1
COc1ccc(-c2cc(C(=O)Nc3cccnc3Cl)no2)cc1 | 3.9 | 14.4 | -5.5 | 7.3 | 1.6 | 2.7 | -6.9 | -7.9
CN(CC(=O)N1CCN(c2ccccn2)CC1)S(=O)(=O)c1ccc(Br)cc1 | 2.4 | -12.9 | -0.4 | -5.6 | -26.0 | -5.3 | 17.7 | -6.7
O=C(COc1ccc(Cl)cc1Br)Nc1ccccc1N1CCCC1 | -10.8 | -17.7 | 4.9 | 2.9 | 12.7 | -2.9 | 23.7 | -7.2
Cc1cc(OCC(=O)N2CCN(c3ccccn3)CC2)c(C)cc1Br | 1.0 | -11.0 | 53.1* | 5.2 | 1.4 | -1.4 | 20.2 | 2.7
O=C(COC(=O)/C=C/c1ccccc1Cl)NCc1ccco1 | -11.8 | 4.4 | -3.5 | 10.1 | -11.3 | -5.1 | 7.4 | -2.4
COc1ncccc1-c1nnn(-c2ccc(C)cc2)n1 | -73.4 | -113.5 | -4.3 | -184.2 | 29.5 | -6.1 | 17.0 | 69.9*
CCOc1ccc(N2CC(C(=O)Nc3nnc(CC)s3)CC2=O)cc1 (stereo unspecified) | -2.6 | -5.6 | -8.2 | 8.1 | 2.0 | -5.7 | 8.5 | -6.0
COc1cc(/C=N/NC(=O)c2ccccn2)ccc1OC(=O)c1ccc(Br)cc1 | -31.9 | -21.6 | -26.7 | -37.3 | 1.9 | -18.3 | 19.2 | -13.8
O=C1CCN(S(=O)(=O)c2ccccc2)N1 | 18.4 | -9.5 | -3.8 | 8.4 | 7.6 | -3.7 | 5.2 | 8.6
Cc1c(N=N/C(C(=O)Nc2ccccc2)=C(/O)c2ccccc2)c(=O)n(-c2ccccc2)n1C | 33.5 | 2.9 | 34.5 | 6.4 | 40.4 | -16.0 | 16.6 | -1.5
CC(/C=C1\SC(=O)N(CC(=O)Nc2ccc(O)cc2)C1=O)=C\c1ccccc1 | -8.0 | -0.8 | 12.1 | 15.1 | 21.8 | -10.9 | 6.9 | -12.7
Cc1cc(C)c[n+](CC(=O)c2ccccc2)c1 | -4.8 | 9.6 | 2.5 | 20.0 | 11.1 | 0.5 | 1.5 | 0.1

Entries listed so far containing a nitro group on carbon, in the order listed:
molecule | Gli-Sufu antag | Jurkat NFkB inh | EBI2 antag | 697 NFkB inh | CCR6 antag | UBC13 polyUb | Apaf1 inhib | SENP8 inh
CCN(CC(=O)Nc1ccc(OC)cc1)C(=O)c1ccc([N+](=O)[O-])cc1 | -7.0 | 16.0 | 3.2 | 2.8 | 9.0 | -5.1 | 2.0 | -6.9
O=C(COc1ccccc1[N+](=O)[O-])NCCCN1CCCC1=O | 8.5 | -5.4 | -13.0 | -1.0 | 5.8 | -14.4 | 2.4 | -15.1
O=C(CSc1ccc(Cl)cc1)N1CCN(c2c(Cl)cccc2[N+](=O)[O-])CC1 | -4.5 | 9.6 | 94.0* | 16.9 | -5.1 | -4.9 | 23.1 | -3.4
O=C(N/C(=C/c1cccc([N+](=O)[O-])c1)C(=O)N1CCCC1)c1ccccc1 | -3.7 | -13.3 | -7.7 | 12.7 | -0.6 | -4.1 | 7.7 | -4.5

Carrying on:
molecule | Gli-Sufu antag | Jurkat NFkB inh | EBI2 antag | 697 NFkB inh | CCR6 antag | UBC13 polyUb | Apaf1 inhib | SENP8 inh
Cc1ccccc1NC(=S)N(Cc1ccco1)C(C)c1cccs1 (stereo unspecified) | 6.6 | 7.2 | 6.8 | 17.0 | 8.1 | 4.6 | -2.9 | 1.1
COCCNC(=S)N1CCN(C(=O)C(=O)Nc2ccc(C(=O)OC)cc2)CC1 | -5.3 | -9.9 | 8.3 | 15.0 | 4.7 | 1.1 | -3.4 | 0.6
CCOc1ccc(NC(=O)C(C)Sc2nnc(C)n2C)cc1 (stereo unspecified) | -14.3 | 5.6 | -1.1 | 12.8 | 11.6 | 5.9 | 2.9 | 4.2
O=C(NCC1CCN(Cc2ccccc2F)CC1)Nc1cccc(Br)c1 | 17.9 | 10.0 | 9.6 | -10.1 | -11.0 | 11.4 | 11.8 | -1.5
COC(=O)c1cccc(C23CC4(C2)[C@H](CN(C)[C@@H]4c2ccccc2)C3c2ccc(C(F)(F)F)cc2)c1 (stereo partly specified) | 10.0 | -6.9 | 3.6 | -10.0 | -0.8 | 1.5 | 35.5 | -5.7
COc1cccc(/C=C2\SC(=S)N(C(C)C(=O)NC3C=CS(=O)(=O)C3)C2=O)c1 (stereo unspecified) | 23.6 | 10.6 | 12.7 | -9.7 | 5.9 | -1.0 | 8.9 | -3.8

Assay outcomes as filed in PubChem.
